SMN2 splice up: enhancers of SMN2 splice variant expression | Potency, µM (doses to about 46.1 µM), inactives show top-dose activity change, positive = activation, usual class: activators | HEK293 SMN2-luciferase splicing reporter, luminescence, 30-36 h | 210,000 tested, 2.8% active; further: % of control where 0% means no effect; nearly all actives have a fitted effect of over 55% in size
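qHTS luciferase splicing reporter: luminescence rises when SMN2 exon 7 is included in transfected HEK293 cells. Compound exposure lasted 30-36 h at 37C, with 4.5 mM final sodium butyrate as control, followed by a ONE-Glo read.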
Luc counter: blocks Kinase-Glo luciferase, a counter-screen artifact; Q27757; Kinase-Glo luciferase, ATP luminescence, 8 min; Potency, µM (titrated, usually from 38.3 µM), for inactives: top-dose activity change, negative = inhibition, most hits filed as inhibitors; 200,000 tested, 0.28% active; AID 1379; further: on the % scale 0 is the no-effect control and ±100 the full control effect; nearly all actives have a fitted effect of over 60% in size
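Substrate mix (final 50 mM imidazole pH 7.2, 50 mM KCl, 7 mM MgCl2, 10 uM ATP, 0.01% Tween 20, 0.05% BSA) plus pin-tool compound, then Kinase-Glo detection mix; 8 min ambient, luminescence read.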
RECQ1 helicase: RECQ1 (human) helicase inhibition; 240,000 tested, 0.54% active; P46063; RECQ1 DNA unwinding, red fluorescence kinetic read; Potency, µM (titrated, usually from 57.3 µM), for the others: at the top dose activity, negative = inhibition, actives largely listed as inhibitors;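 further: plate controls were vehicle for no effect and no enzyme for full effect; nearly all actives have a fitted effect of over 30% in size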
Target sequence (P46063 whole entry, looked up): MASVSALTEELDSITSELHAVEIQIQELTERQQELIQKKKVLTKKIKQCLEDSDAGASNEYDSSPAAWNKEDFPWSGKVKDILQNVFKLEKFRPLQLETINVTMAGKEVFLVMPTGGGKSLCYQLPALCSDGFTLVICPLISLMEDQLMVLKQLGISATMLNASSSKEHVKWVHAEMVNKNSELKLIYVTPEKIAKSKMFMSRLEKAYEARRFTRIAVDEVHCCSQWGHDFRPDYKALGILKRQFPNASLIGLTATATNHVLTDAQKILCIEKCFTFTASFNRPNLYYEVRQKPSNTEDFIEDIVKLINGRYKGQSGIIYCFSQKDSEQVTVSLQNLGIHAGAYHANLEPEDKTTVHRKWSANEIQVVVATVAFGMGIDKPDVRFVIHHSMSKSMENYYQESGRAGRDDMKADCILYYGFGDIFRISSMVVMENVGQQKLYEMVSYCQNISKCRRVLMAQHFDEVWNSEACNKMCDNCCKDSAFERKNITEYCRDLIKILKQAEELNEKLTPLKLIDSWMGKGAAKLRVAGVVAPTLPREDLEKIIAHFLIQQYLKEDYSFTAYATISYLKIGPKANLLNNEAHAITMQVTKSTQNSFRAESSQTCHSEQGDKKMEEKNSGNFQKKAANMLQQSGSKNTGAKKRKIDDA
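50 nM RECQ1T1 preincubated 15 min with compound in Tris pH 8.0 buffer with MgCl2, DTT, Tween-20 and 2.5 ug/ml poly(dI-dC); started with 200 nM TAMRA/BHQ-2 forked duplex and 2 mM ATP. Unwinding read as fluorescence (525/598 nm), two reads 2 h apart.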
IMPase Li inh: IMPase inhibition in cells with lithium potentiation. CHO-M1 cells, IP1 TR-FRET (IP-One), carbachol + lithium. 210,000 tested, 0.35% active. Potency, µM (highest dose often 59.4 µM), inactives show top-dose activity, negative = IMPase inhibition, most hits filed as inhibitors;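 further: IP1 builds up when IMPase is blocked and the TR-FRET signal falls; plate controls were basal vehicle for no effect and high inhibitor control for full effect; nearly all actives have a fitted effect of over 50% in size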
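Readout is a homogeneous TR-FRET IP1 immunoassay (Ex 320, Em 665 and 620), where raised cytosolic IP1 lowers signal. Cells were CHO-M1 treated 30 min at 37C with test compounds plus a little lithium; AC50 values came from Hill-equation fitting.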
NPSR antag: neuropeptide S receptor (human) antagonism, cAMP | Q6W5P4 | CHO-NPSR cells, cAMP TR-FRET, antagonist mode | Potency, µM (highest dose often 38.3 µM), for the others: top-dose activity change, negative = inhibition, actives largely listed as inhibitors | 220,000 tested, 1% active | AID 1461; further: on the % scale 0 is the no-effect control and ±100 the full control effect; nearly all actives have a fitted effect of over 50% in size; many of its hits are not listed in these tables
Epigenetic derep: epigenetic control regulation, reporter derepression; AID 1865; 280,000 tested, 0.2% active; Potency, µM (series often up to 53.9 µM), inactives show at the top dose GFP activation, hits mostly activators; murine LDR cells, GFP reporter derepression, 30 h; further: % of control where 0% means no effect; nearly all actives have a fitted effect of over 60% in size
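Murine LDR cells bearing a silenced CMV-driven GFP reporter were exposed to compound for 30 h at 37 C. After PBS washes, GFP-positive cells (20-120 um objects) counted by laser-scanning microplate cytometry.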
KDM4E inh: JMJD2E (human) inhibition; B2RXH2; JMJD2E catalytic domain, FDH-coupled NADH fluorescence (FDH is formaldehyde dehydrogenase); Potency, µM (series often up to 57.1 µM), for inactives: at the top dose activity change, negative = inhibition, most hits filed as inhibitors; 230,000 tested, 1.6% active; AID 2147; active means well fitted inhibition curve with a large enough effect, not every such curve was filed as active; inconclusive means small, poorly fitted or top-dose-only effect, or another doubt; inactive means no such curve, though single readings can be large or run the other way;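 further: 0% = wells with enzyme and -100% = buffer wells without enzyme; nearly all actives have a fitted effect of over 50% in size; many of its hits are not listed in these tables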
GoLoco inh red: blocks human Gai1 binding to RGS12 GoLoco peptide, red readout | AID 880 | Gai1:RGS12 GoLoco peptide FP, rhodamine, 10 min | 230,000 tested, 0.44% active | Potency, µM (doses to about 61.6 µM), for the others: top-dose activity, negative = inhibition, hits mostly inhibitors | P63096; active means well fitted inhibition curve with a large enough effect, not every such curve was filed as active; inactive means no such curve, though single readings can be large or run the other way; further: on the % scale 0 is the no-effect control and ±100 the full control effect; nearly all actives have a fitted effect of over 30% in size; many of its hits are not listed in these tables
Target sequence (P63096 whole entry, looked up): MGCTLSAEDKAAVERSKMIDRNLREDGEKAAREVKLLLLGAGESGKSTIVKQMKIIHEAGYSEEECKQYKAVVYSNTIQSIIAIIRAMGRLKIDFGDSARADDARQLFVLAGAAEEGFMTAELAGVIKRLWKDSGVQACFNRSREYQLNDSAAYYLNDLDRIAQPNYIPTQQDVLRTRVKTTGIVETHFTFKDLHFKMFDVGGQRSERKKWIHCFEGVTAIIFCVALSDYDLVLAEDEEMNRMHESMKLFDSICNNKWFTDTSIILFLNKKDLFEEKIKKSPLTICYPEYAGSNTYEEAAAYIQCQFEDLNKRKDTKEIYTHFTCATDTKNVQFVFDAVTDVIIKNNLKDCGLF
* marks the source's active call; other numbers are inactive results; i = inactive; ? = inconclusive; . = not tested or not shown; [ ] = dose if it differs, or a comment. Unless noted, the call rests on the fitted dose curve; in most records, active means well fitted curve in the direction sought with a large enough effect; inconclusive means small, poorly fitted or top-dose-only effect, or another doubt; inactive means no such curve, though single readings can be large; an effect the other way counts as inactive or inconclusive. Potency means the concentration at half of the fitted maximal effect. An excerpt (hit frequency here may not be typical).

cpd | SMILES | SMN2 splice up | Luc counter | RECQ1 helicase | IMPase Li inh | NPSR antag | Epigenetic derep | KDM4E inh | GoLoco inh red
1 | O=C(CSc1cccc2cccnc12)Nc1cccc(S(=O)(=O)N2CCOCC2)c1 | 1% | -1% | i | 15% | -8% | 9.4% | ? | 5%
2 | O=C(Nc1nc2ccc(C(=O)N3CCCCC3)cc2s1)C1CCCCC1 | . | 4% | i | 7% | 35% | 0.3% | 8% | 13%
3 | CC(C)CC(/C(O)=C(\C#N)c1nc2ccccc2[nH]1)N1C(=O)c2ccccc2C1=O (stereo unspecified) | 25% | 0% | -11% | 25%[38.3 µM] | -22%[46.1 µM] | -1.9% | 0% | 25%
4 | Cc1ccnn1CCC(=O)N1CCCC(CCC(=O)NCc2ccccc2F)C1 (stereo unspecified) | . | -2% | -6% | 5% | -5% | 1.1% | 3% | 0%
5 | Cc1ccc(S(=O)(=O)NC(=O)Nc2ncn[nH]2)cc1 | -3%[9.22 µM] | -3%[7.66 µM] | . | 6% | . | . | . | 11%[14.2 µM]
6 | CC(C)CCCC(C)C1CCC2C3CC(O)[C@@]4(O)CC(O)CC[C@@]4(C)C3CC[C@@]12C (stereo partly specified) | -5% | 1% | -7% | 7% | . | -0.1% | -5% | 0%
7 | O=C(CSc1ncn(-c2ccccc2)n1)N1CCN(c2ccccc2)CC1 | . | 0% | 2% | 23%[38.3 µM] | -13%[46.1 µM] | 1.3% | -3% | -8%
8 | O=C(N/N=C/C=C/c1cccc([N+](=O)[O-])c1)c1ccncc1 | . | . | i | . | -35% | 1.1% | -3% | 13%
9 | Clc1ccc(N2CCN(c3nc4nonc4nc3N3CCSCC3)CC2)nc1 | . | -1% | -12% | 17% | 21% | -4.9% | -3% | 1%
10 | CCN1C(=O)N[C@H](c2ccccc2)C(C(C)=O)=C1C | 3%[9.22 µM] | 1%[7.66 µM] | i[11.5 µM] | -4% | . | . | 7%[11.4 µM] | 1%[14.2 µM]
11 | Cc1onc(-c2ccccc2Cl)c1C(=O)N1CCOC12CCCCC2 | -17% | -1% | i | 4% | -13% | 1.1% | 19% | 8%
12 | CCCCNC(=O)CC(C(=O)N1CCc2ccccc21)n1ccnc1 (stereo unspecified) | -3% | -3% | i | 29%[38.3 µM] | -7%[46.1 µM] | 0.0% | 7% | -9%
13 | O=C(NC1CCCC1)c1cc(-c2cccs2)on1 | ? | -4% | -1% | -4%[38.3 µM] | -8%[46.1 µM] | 7.2% | -1% | -1%
14 | COC(=O)c1c(C)[nH]c(C)c1-c1ccc(C)cc1 | -12% | 2% | i | 4%[38.3 µM] | -10%[46.1 µM] | 0.0% | 0% | 3%
15 | CC(C)Cc1nc(N2CCOCC2)c(C#N)c2c1CCC2 | -5% | -5% | 1% | -3%[38.3 µM] | -15%[46.1 µM] | 0.0% | ? | -4%
16 | Cc1c(NC(=O)CN2CCN(c3cccc(Cl)c3)CC2)c(=O)n(-c2ccccc2)n1C | -27% | -1% | 1% | 5% | 16% | -2.2% | 5% | 5%
17 | COc1ccc(C2C3=C(CCCC3=O)Nc3nc(C(F)(F)F)nn32)cc1OC (stereo unspecified) | 4% | 1% | -5% | 11%[38.3 µM] | -7%[46.1 µM] | -2.1% | -28% | 0%
18 | CCOC(=O)CNC(c1ccccc1)c1cc(Br)ccc1NC(C)=O (stereo unspecified) | -24% | 3% | i | 12% | -29% | 2.5% | -3% | -1%
19 | Cc1ccc(CSc2nc3[nH]ncc3c(=O)[nH]2)cc1 | 83% | -1% | -6% | 14% | 14% | -0.1% | 0% | 1%
20 | Cc1ccc(NC(=O)C2CCCN2C(=O)NC2CCCCC2)cc1C (stereo unspecified) | . | . | -3% | . | -31% | -5.9% | -2% | -9%
21 | NC(=O)CSc1nc2c(sc3ccccc32)c(=O)n1CCCN1CCOCC1 | -6% | -4% | 12% | -3%[38.3 µM] | -12%[46.1 µM] | -1.1% | 0% | 7%
22 | Cc1csc(Sc2ccc(C(=O)OCC(=O)Nc3ccc(OC(F)(F)F)cc3)cc2[N+](=O)[O-])n1 | -14% | -2% | -5% | -8% | 13% | -1.5% | -2% | 6%
23 | Cc1noc(NS(=O)(=O)c2ccc(NC(=O)c3ccc(Br)o3)cc2)c1C | -3% | 2% | i | -2%[38.3 µM] | -10%[46.1 µM] | -1.2% | ? | -12%
24 | CCCCCCCCSc1nnc(CSc2nc3nc(C)cc(C)n3n2)o1 | -22% | -1% | i | 18%[38.3 µM] | -14%[46.1 µM] | -2.2% | 5% | 7%
25 | Fc1cccc2sc(N3CCCCC3)nc12 | ? | -4% | -9% | 28%[38.3 µM] | 2%[46.1 µM] | 2.2% | 5% | 3%
26 | CN(CC1COc2ccccc2O1)C(=O)c1ccc(N(C)C)cc1 (stereo unspecified) | -12% | 6% | -5% | 11% | -7% | 2.2% | 2% | -1%
27 | O=C(c1cc2ccccc2o1)N1CCN=C1SCc1cccc(F)c1 | -23% | 2% | -19% | -8%[38.3 µM] | -21%[46.1 µM] | -1.8% | -3% | 5%
28 | O=C(O)c1ccc(N2CC3CC(C2)c2cccc(=O)n2C3)c(NC(=S)Nc2ccc(Br)cc2)c1 (stereo unspecified) | 2% | -2% | i | 1% | -1% | 0.0% | -11% | 2%
29 | CC(=O)c1ccccc1Oc1nc(CN2CCOCC2)nc2scc(-c3cccs3)c12 | -11% | -2% | -14% | 3%[38.3 µM] | ? | 19% | ? | 91%[activator]
30 | Cc1sc2nc(CN(Cc3cccs3)C(=O)NC3CCCCC3)[nH]c(=O)c2c1C | . | . | i | . | ? | -8.8% | ? | .
31 | CC(C)C(C(=O)Nc1nccs1)N1C(=O)c2ccccc2C1=O (stereo unspecified) | -1% | 2% | i | -4% | 8% | -4.2% | 1% | 9%
32 | NC(=S)NCCCC(N)C(=O)O (stereo unspecified) | -13% | -2% | i | 17% | 1%[46.1 µM] | -1.2% | -5% | -3%
33 | COc1ccc(/C=C/C2=NNC(=O)CC2)cc1 | 16µM* | -15% | -11% | 9% | -14% | 0.8% | ? | 4%
34 | O=c1[nH]c(Cc2ccccc2)nc2scc(-c3ccccc3)c12 | -20% | -2% | -10% | 37%[38.3 µM] | -13%[46.1 µM] | -2.3% | 5% | 1%
35 | Cc1cc(C)n(-c2ccc(C(=O)OCC(=O)Nc3ccc([N+](=O)[O-])cc3)cc2)n1 | -6% | -2% | -1% | 6% | 3% | 9.5% | 0% | -8%
36 | CCOC(=O)CC1C(=O)NCCN1C(=O)COc1ccc(Br)cc1C (stereo unspecified) | 6% | 5% | -8% | 8% | 3%[46.1 µM] | -3.3% | 8% | 0%
37 | COc1ccc(Nc2cc(C)nc3ccccc23)cc1 | -10% | -5% | 5% | 2%[38.3 µM] | -10%[46.1 µM] | -1.5% | -1% | 7%
38 | COc1ccc(CN2CCN(Cc3ccon3)CC2CCO)c(C)c1C (stereo unspecified) | . | . | 11% | . | 10% | 1.1% | 7% | 2%
39 | C=C(C)C1CC=C(C)/C(=N\NC(=O)CCc2ccccc2)C1 (stereo unspecified) | -26% | -1% | 2% | -4% | -22% | 1.1% | 4% | -9%
40 | CCOc1ccc(OCC)c(S(=O)(=O)N2CCC(C)CC2)c1 | -5% | 0% | -12% | 7%[38.3 µM] | -16%[46.1 µM] | -3.0% | 0% | -13%
41 | C=CCn1c(SCC(=O)Nc2nnc(CC)s2)nnc1-c1ccco1 | 2% | 3% | 3% | 21%[38.3 µM] | -9%[46.1 µM] | 0.0% | 4% | 3%
42 | CC1CCCC(C)N1/N=C/c1ccccc1OC(F)F (stereo unspecified) | 0% | 1% | -8% | 14% | -23% | -0.8% | 0% | 7%
43 | C=CCN1C(=O)/C(=C/c2ccc(OC(C)=O)c(OCC)c2[N+](=O)[O-])SC1=S | -56%[inhibitor] | ? | i | -15% | -42% | -3.1% | -3% | 46%[activator]
44 | CCOc1cc(/C=N/O)cc(Cl)c1OC | -8% | -2% | i | 6%[38.3 µM] | -6%[46.1 µM] | -1.4% | 5% | 7%
45 | COc1ccc2oc(C(=O)c3ccccc3)c(NC(=O)CN3CCN(C)CC3)c2c1 | -19% | -8% | i | 8%[38.3 µM] | 0%[46.1 µM] | 1.1% | -7% | 15%
46 | CCOC(=O)Nc1ccc2c(c1)N(C(=O)N(CC)CC)c1ccccc1CC2 | -4% | 3% | 0% | 8% | -32% | 0.9% | -24% | 2%
47 | CCOc1ccccc1OCC(=O)Nc1ccc(S(=O)(=O)N(C)C)cc1 | -7% | 2% | -5% | 18%[38.3 µM] | -6%[46.1 µM] | -4.7% | 1% | 2%
48 | O=C(Nc1ccccc1)O/N=C/c1ccncc1 | 2% | 2% | -8% | -6%[38.3 µM] | 9%[46.1 µM] | 0.0% | 4% | -4%
49 | O=C(NC(=S)Nc1nc(-c2ccccc2)cs1)c1cncc(Br)c1 | -4% | -1% | 3% | 0%[38.3 µM] | -20%[46.1 µM] | -2.3% | 8% | 8%
50 | Cc1ccccc1Nc1nnc(SCC(=O)N(C)C2CCS(=O)(=O)C2)s1 (stereo unspecified) | 5% | 2% | 0% | 1% | 7% | 0.0% | 3% | -25%
51 | CCNc1nc(NCC)nc(N(C)n2cnnc2)n1 | -10% | 0% | -7% | -1%[38.3 µM] | 9%[46.1 µM] | -2.1% | -1% | 3%
52 | CCOC(=O)c1ccccc1NC(=O)Cc1sc(-c2cccnc2)nc1-c1ccc(C)cc1 | -15% | -3% | -21% | 5% | -37% | -1.3% | ? | 0%
53 | COCCOC(=O)c1c(NC(=O)CN2c3ccccc3CC2C)sc(C(N)=O)c1C (stereo unspecified) | 6% | -1% | i | 5% | -35% | -1.5% | -40% | 23%

Complete entries from above. Values in the order: SMN2 splice up | Luc counter | RECQ1 helicase | IMPase Li inh | NPSR antag | Epigenetic derep | KDM4E inh | GoLoco inh red
Listed for O=C(CSc1ncn(-c2ccccc2)n1)N1CCN(c2ccccc2)CC1 → . | 0% | 2% | 23%[38.3 µM] | -13%[46.1 µM] | 1.3% | -3% | -8%
Listed for C=C(C)C1CC=C(C)/C(=N\NC(=O)CCc2ccccc2)C1 (stereo unspecified) → -26% | -1% | 2% | -4% | -22% | 1.1% | 4% | -9%

Screens: PubChem BioAssay, National Center for Advancing Translational Sciences (NCATS)
